B2AR arrestin ag – ADRB2 beta-arrestin recruitment; HTLA Tango cells, beta-arrestin recruitment, luciferase luminescence, 18 h; Potency, µM (doses to about 46.1 µM), inactives show top-dose activation, hits mostly activators; 44,000 tested, under 10 active; AID 1347077;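 also: potency is read from the fitted curve at half-maximal effect; 0% = DMSO and full agonism = EC100 isoproterenol or metaproterenol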
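Luminescence read-out: arrestin recruitment to recombinant beta2-AR releases tTA, inducing luciferase. Cells exposed 18 hr at 37 degrees C to up to 46 microM compound; %Activity from corrected signal, concentration-response curves classified by r2, magnitude and efficacy.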
FH mod – Identification of activators of human fumarate hydratase by quantitative high-throughput screening; FH coupled MDH/diaphorase resazurin fluorescence, 15 min; 54,000 tested, 0.22% active; Potency, µM (top dose mostly 79.9 µM), without a hit: top-dose activity change, negative = inhibition, usual class: inhibitors; Fumarate hydratase, mitochondrial (Homo sapiens), P07954; also: potency is read from the fitted curve at half-maximal effect; % is scaled to controls: 0 for no effect and ±100 for the full control effect; the screen sought activators but most active calls are inhibition curves; nearly all actives have a fitted effect of over 45% in size
Target sequence (P07954 whole entry, looked up): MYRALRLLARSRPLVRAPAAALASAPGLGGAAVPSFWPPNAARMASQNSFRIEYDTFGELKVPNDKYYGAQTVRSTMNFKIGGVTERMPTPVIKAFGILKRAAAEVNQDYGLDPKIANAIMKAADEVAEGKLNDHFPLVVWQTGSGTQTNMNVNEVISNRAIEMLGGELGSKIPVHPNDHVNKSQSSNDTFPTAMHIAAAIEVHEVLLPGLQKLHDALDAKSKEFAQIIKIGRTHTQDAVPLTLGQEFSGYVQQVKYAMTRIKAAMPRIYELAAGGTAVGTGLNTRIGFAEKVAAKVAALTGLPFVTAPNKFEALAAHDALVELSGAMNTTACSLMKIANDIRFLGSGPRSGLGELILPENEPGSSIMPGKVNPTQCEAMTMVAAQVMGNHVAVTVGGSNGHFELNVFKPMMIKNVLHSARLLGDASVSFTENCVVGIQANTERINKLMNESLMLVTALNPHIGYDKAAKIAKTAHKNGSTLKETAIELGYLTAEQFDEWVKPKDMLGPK
GALK inhibitor – GALK (human) enzyme inhibition. recombinant GALK, Kinase-Glo ATP luminescence, 1 h. 44,000 tested, under 10 active. Potency, µM (top dose mostly 57.5 µM), inactives show at the highest dose activity, negative = inhibition, most hits filed as inhibitors;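 also: plate controls were full GALK reaction for no effect and reaction lacking GALK for full effect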
Target sequence (P51570 whole entry, looked up): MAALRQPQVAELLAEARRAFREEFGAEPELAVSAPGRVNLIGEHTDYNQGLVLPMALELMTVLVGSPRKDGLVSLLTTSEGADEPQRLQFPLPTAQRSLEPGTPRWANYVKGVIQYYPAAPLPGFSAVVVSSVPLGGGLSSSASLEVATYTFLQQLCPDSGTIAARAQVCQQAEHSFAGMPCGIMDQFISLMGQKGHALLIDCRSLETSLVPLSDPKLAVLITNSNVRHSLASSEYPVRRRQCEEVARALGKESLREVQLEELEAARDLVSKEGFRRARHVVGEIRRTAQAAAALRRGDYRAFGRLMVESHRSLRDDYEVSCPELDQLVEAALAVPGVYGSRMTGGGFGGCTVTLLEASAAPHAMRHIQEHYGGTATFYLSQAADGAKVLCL
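5 nM GALK; 35 uM ATP; 100 uM D-galactose; 20 mM HEPES pH 8.0, 5 mM MgCl2, 60 mM NaCl, 1 mM DTT, 0.01% BSA; 1 h RT; Kinase-Glo Plus luminescence.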
NTMT1 inh – NTMT1 methyltransferase inhibition. Potency, µM (highest dose often 114 µM), without a hit: top-dose activity change, negative = inhibition, usual class: inhibitors. Q9BV86. AID 1645870. 59,000 tested, 2.5% active. NTMT1 MTase-Glo SAH luminescence, purified enzyme;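 also: potency is read from the fitted curve at half-maximal effect; plate controls were DMSO vehicle for no effect and no enzyme for full effect; nearly all actives have a fitted effect of over 65% in size; many of its hits are not listed in these tables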
Target sequence (Q9BV86 whole entry, looked up): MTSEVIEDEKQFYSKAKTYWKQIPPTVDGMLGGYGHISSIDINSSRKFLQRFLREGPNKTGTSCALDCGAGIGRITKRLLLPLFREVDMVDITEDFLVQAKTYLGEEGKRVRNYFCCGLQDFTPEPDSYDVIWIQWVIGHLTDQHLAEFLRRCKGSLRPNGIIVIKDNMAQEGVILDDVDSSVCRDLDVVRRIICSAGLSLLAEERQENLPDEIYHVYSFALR
p53null 39C tox – selectivity test: cytotoxicity in p53 null cells, nonpermissive temperature. H1299 p53-null (neo) cells, 39C, ATPlite viability, 24 h. Potency, µM (highest dose often 46.1 µM), without a hit: at the top dose activity, negative = cell killing, hits mostly cytotoxic. 55,000 tested, 0.97% active. AID 904;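 also: potency is read from the fitted curve at half-maximal effect; 0% = DMSO only and -100% = full killing by 100 µM tamoxifen; nearly all actives have a fitted effect of over 50% in size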
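Cells seeded at 600/well, 37C overnight. Compound added (up to 46 uM), plates shifted to 39C for 24 hr. ATPlite added, luminescence read after 20 min at room temperature.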
p53null 32C kill – p53 null cell cytotoxicity, permissive temperature. H1299-neo p53 null cells, ATP luminescence, 24 h, 32C. Potency, µM (top dose mostly 46.1 µM), for the others: top-dose activity change, negative = cytotoxicity, hits mostly cytotoxic. 55,000 tested, 0.62% active. AID 903;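 also: potency is read from the fitted curve at half-maximal effect; 0% = DMSO only and -100% = full killing by 100 µM tamoxifen; nearly all actives have a fitted effect of over 55% in size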
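Overnight 37C seeding (600 cells/well) of H1299-neo preceded a 24 hr, 32C exposure to compounds up to 46 uM. ATP levels, read by luminescence after 20 min at RT, indicated surviving cells.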
TSG101-PTAP inh – inhibitors of HIV-1 PTAP binding to human TSG101, validation. 44,000 tested, under 10 active. Q99816. AID 1347069. Fluorescence polarization, FITC-PTAP peptide/Tsg101, 20 min. Potency, µM (doses to about 115 µM), without a hit: top-dose activity change, negative = inhibition, hits mostly inhibitors; also: potency is read from the fitted curve at half-maximal effect; 0% is about no effect
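Compounds pinned into 10 uM Tsg101 binding domain, then 50 nM FITC-PTAP peptide added in pH 7.5 HEPES buffer; FP read after 20 min, room temperature. Total S+P intensity flags fluorescent compounds; active cut-off <25 µM, efficacy <60%.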
* = called active by the depositor; ? = inconclusive; . = not tested or not shown; [ ] = another dose, or the depositor's remark. Calls follow the shape of the dose curve; as a rule, active = well fitted curve in the direction sought with a large enough effect; inconclusive = small, poorly fitted or top-dose-only effect, or another doubt; inactive = no such curve, though single readings can be large; an effect the other way counts as inactive or inconclusive. Only part of the results is shown; rates above refer to the full screens.

Molecule | B2AR arrestin ag | FH mod | GALK inhibitor | NTMT1 inh | p53null 39C tox | p53null 32C kill | TSG101-PTAP inh
CCc1ccc(CNC(=O)c2cccc(-n3c(C)nc4cccnc43)c2)cc1 | -1% | -1% | 2% | -3% | 2% | 2% | 0%
COc1cccc(-c2ccc3c(N)c(C(=O)NCc4ccc(Cl)cc4)sc3n2)c1 | 0% | -8% | 0% | -3% | 11% | 17% | -6%
COCCCNC(=O)CCCn1c(SCC(=O)c2ccc(Br)cc2)nc2c(sc3ccccc32)c1=O | 1% | 3% | -1% | -8% | -14% | 0% | -4%
Cc1ccccc1NC(=O)CSc1nc2nccnc2c(=O)n1CCc1c[nH]c2ccccc12 | -1% | -8% | 2% | 1% | 8% | 11% | -1%
CCOC(=O)c1ccc(NC(=O)CC2C(=O)N(c3cccc(OC)c3)C(=O)N2Cc2ccc(OC)cc2)cc1 (centres undefined) | 2% | -25% | 0% | 0% | -18% | 4% | 1%
Cc1c(C(=O)N2CCCCCC2)c(S(=O)(=O)NCc2ccccc2)c(C)n1C | -1% | 3% | -1% | 18% | 9% | -1% | 3%
COc1ccc(S(=O)(=O)N(CC(=O)NCc2ccccc2OC)c2ccc(C)cc2)cc1 | ? | -8% | -4% | 5% | 5% | 9% | 0%
COc1ccc(/C=C/c2nc(-c3ccccc3O)n(-c3ccccc3)n2)cc1OC | 1% | -30% | -2% | 35%[activator] | 19% | 5% | -4%
O=C(COc1ccccc1)Nc1ccccc1OCc1cc(=O)n2ccccc2n1 | 1% | -2% | 2% | 2% | -24% | -12% | -1%
CCCc1ccc(C2Sc3ccccc3NC3=C2C(=O)c2ccccc23)cc1 (centres undefined) | 0% | ? | -10% | 3% | 40%[activator] | 9% | 0%
COc1ccc(OC)c(C2c3c(-c4ccc(Br)cc4)n[nH]c3C(=O)N2c2ccc(Cl)cc2)c1 (centres undefined) | -1% | -18% | 1% | -9% | 3% | 33%[activator] | -8%
CC(=O)NCCc1nc2ccccc2n1CCCCOc1ccc(Cl)cc1 | -3% | -13% | 8% | -1% | 4% | -3% | -7%
O=c1oc2c(CN3CCOCC3)c(O)ccc2cc1-c1ccccc1 | 0% | -10% | 2% | 7% | 28% | -4% | -9%
Cc1ccc(CCNC(=O)CN2N=C(c3ccc(C)cc3)CCC2=O)cc1 | -1% | 0% | 0% | -6% | 13% | -2% | -1%
COc1ccc(C(=O)n2nc(-c3cccnc3)nc2NCc2ccccc2)cc1OC | 0% | -14% | 8% | -1% | 18% | 9% | -9%
CCOC(=O)c1ccc2nc(C)cc(Nc3cccc(C(=O)O)c3)c2c1 | 1% | 5% | -16% | -1% | 22% | -2% | 2%
O=C(Nc1ccc2nc(SCC(=O)N3CCCc4ccccc43)sc2c1)c1cccc(Cl)c1 | -3% | -13% | 1% | 12% | 14% | 6% | 6%
Fc1cccc(-c2nc(-c3ccncc3)no2)c1 | -1% | 5% | -8% | -3% | -2% | ? | -6%
CSc1ncc(C(=O)Nc2ccc(C(C)=O)cc2)c(-c2ccccc2)n1 | 2% | -2% | -2% | -6% | -6% | -10% | 0%
Cc1cc(C)c(NC(=O)c2cc(S(=O)(=O)N3CCC4(CC3)OCCO4)ccc2F)c(C)c1 | -1% | 4% | 2% | ? | 4% | -2% | -1%
O=c1c(NCc2cccs2)nccn1-c1ccccc1 | 0% | 11% | 4% | 1% | -28% | 1% | 0%
CCC(=O)N1CCc2cc(CNC(=O)Cc3ccc(OC)c(OC)c3)ccc21 | -2% | -6% | 4% | 6% | 2% | -7% | 0%
O=C(CSc1nc2c([nH]c3ccccc32)c(=O)n1-c1ccccc1F)Nc1cccc(C(F)(F)F)c1 | 0% | ? | -1% | -2% | -3% | 11% | 0%
COc1ccc(C)c2sc(N3CCN(C(=O)c4cccc(F)c4)CC3)nc12 | -3% | -14% | 4% | -11% | 8% | -11% | 3%
Cc1c(Cl)cccc1Nc1nc(N)nc(CSc2nc3ccccc3s2)n1 | -1% | -20% | -2% | 2% | ? | 1% | -3%
COc1ccc(-c2noc(-c3ccc(NCC4CCCO4)c([N+](=O)[O-])c3)n2)cc1OC (centres undefined) | ? | -1% | -10% | 9% | 6% | -1% | -1%
O=C(Nc1ccc(OCc2cc(=O)n3c4c(sc3n2)CCCC4)cc1)c1ccccc1 | 1% | 15% | 8% | -1% | 17% | ? | -4%
CCOc1cc(C2C(C(=O)OC)=C(C)NC3=C2C(=O)c2ccccc23)ccc1OC (centres undefined) | 0% | -20% | 0% | -6% | 20% | -16% | 2%
COc1ccc(CNC(=O)CCS(=O)(=O)c2cc(Br)cc3c2N(C(C)=O)C(C)C3)cc1 (centres undefined) | 0% | 0% | 1% | 0% | -17% | 4% | 2%
CCOc1ccc(NC(=O)CN2C(=O)COc3ccc(S(=O)(=O)Nc4ccccc4)cc32)cc1 | 1% | -11% | -2% | 14% | 11% | 7% | 2%
O=C(CC1C(=O)N(c2ccccc2)C(=O)N1CCC1=CCCCC1)Nc1ccc(F)cc1 (centres undefined) | 1% | -11% | -8% | -14% | -6% | -3% | -4%
Cc1cc(C)cc(NC(=O)CSc2nccn2-c2ccccc2)c1 | 1% | -23% | -2% | -12% | -29% | ? | 6%
O=C(O)CSc1c2c(nc3cc(C(=O)Nc4ccc(F)c(Cl)c4)ccc13)CCC2 | -1% | ? | ? | ? | -6% | 2% | -2%
Cc1ccc(CSC2=Nc3ccccc3C3=NC(CCC(=O)NCc4cccs4)C(=O)N23)cc1 (centres undefined) | -1% | -19% | 1% | -21% | -10% | 15% | 0%
COc1ccc(N2CCN(C(CNS(=O)(=O)c3c(C)cc(C)cc3C)c3ccco3)CC2)cc1 (centres undefined) | 0% | ? | -2% | ? | 30%[activator] | -5% | -7%
Cc1cc(Nc2ccc(C(=O)O)c(O)c2)n2ncnc2n1 | 1% | . | -15% | . | 4% | -6% | 0%
Cn1cc(-c2cc3n(n2)CCC(=O)N3CCCC(=O)Nc2ccccc2Cl)c2ccccc21 | -1% | 2% | -3% | 1% | -2% | ? | -2%
COc1ccc(OC)c(NC(=O)Cn2ccc3ccccc3c2=O)c1 | 1% | -2% | 9% | -6% | . | . | -6%
Cc1cc(NC(=O)c2cccs2)cc(-c2nc3cc(Cl)ccc3o2)c1O | 0% | 5% | 9% | 13% | 9% | -4% | -6%
COc1ccc(Cn2c(=O)n(Cc3ccco3)c(=O)c3oc4ccccc4c32)cc1 | 3% | -4% | 0% | -2% | -10% | -2% | 4%
Cc1ccc(NC(=O)c2cc3nc(-c4ccc5c(c4)OCO5)cc(C(F)(F)F)n3n2)cc1Cl | -2% | -6% | 8% | 5% | . | . | -3%
CCN(c1ccccc1)S(=O)(=O)c1ccc(NC(=O)c2cc(=O)c3ccc(C)c(C)c3o2)cc1 | -1% | -3% | 0% | -15% | 2% | 16% | -3%
COC(=O)C(C)Sc1nc2c(cnn2-c2ccc(F)cc2)c(=O)[nH]1 (centres undefined) | -1% | -29% | 5% | -9% | -12% | 0% | -5%
CCc1ccccc1Nc1nn2c(=O)c3ccc(C(=O)NCCC4=CCCCC4)cc3nc2s1 | 0% | -25% | 1% | -12% | -23% | -5% | 5%
O=C1C(=O)N(C2CCN(C(=O)c3cccc(Cl)c3)CC2)CCN1Cc1ccc(F)cc1 | 1% | . | 1% | . | -3% | -2% | -5%
COc1ccc(CCNC(=O)CSc2cn(CCNC(=O)c3c(F)cccc3F)c3ccccc23)cc1OC | 0% | 0% | 0% | 0% | . | . | -1%
Cc1cccn2c(=O)c3cc(C(=O)NCc4cccnc4)c(=N)n(CCCO)c3nc12 | 0% | 9% | 1% | -11% | -6% | 6% | 0%
COc1ccc(OC)c(NC(=O)c2cc3cccc(OC)c3oc2=O)c1 | 0% | 4% | -16% | 10% | -6% | 5% | 3%
CCCCNC(=O)c1cnc2sc(N3CCCCC3)nn2c1=O | 0% | . | 1% | . | -23% | -1% | -1%
COc1ccc(Cn2ccc3nc(C)c(C(=O)N4CCN(c5cccc(OC)c5)CC4)cc3c2=O)cc1 | 1% | -10% | -2% | -11% | 7% | 8% | -12%
CCOc1ccc(NC(=O)CC2C(=O)N(c3ccc(C)cc3)C(=O)N2C2CCCCC2)cc1 (centres undefined) | -1% | ? | 0% | 17% | -4% | -7% | -1%
COc1ccc(CN2C(=O)c3oc4ccccc4c(=O)c3C2c2ccc(O)c(OC)c2)cc1 (centres undefined) | 0% | 0% | 1% | -3% | 13% | -6% | -7%
COc1ccccc1OCCn1c(NC(=O)c2ccc(Cl)cc2)nc2ccccc21 | 0% | 8% | -14% | 5% | -18% | -6% | 1%
COc1cc2c(c(OC)c1)C(c1cc(OC)c(OC)c(OC)c1)CC(=O)N2 (centres undefined) | -2% | 5% | -7% | 8% | -26% | 1% | -4%
Cc1cc(C)c(NC(=O)Cn2c(=O)n(CCC(=O)NCc3ccccc3Cl)c(=O)c3sccc32)c(C)c1 | 1% | 4% | 6% | ? | -11% | 7% | 0%
Cc1cccc(OCC(=O)Nc2ccccc2C(=O)OCc2cc(=O)n3ccsc3n2)c1 | 0% | 3% | -1% | 2% | 13% | 1% | -8%
Cc1nnc(NCc2ccccc2)c2c1nnn2Cc1ccccc1Cl | -2% | -11% | -8% | 9% | ? | -6% | 1%
CCOC(=O)c1ccc(Nc2c(-c3ccc(N(C)C)cc3)nc3nc[nH]n23)cc1 | 0% | -29% | 2% | -2% | -11% | -6% | -1%
Cc1cccc(-n2ncc3c(NCCOCCO)ncnc32)c1 | 1% | -5% | 2% | ? | 26% | ? | -1%
CCN(CC)C(=O)CSc1nc2ccccc2c(=O)n1Cc1ccco1 | 0% | 0% | 3% | 10% | 16% | -1% | -5%
COc1ccccc1NC(=O)c1c(NCc2ccc(C)o2)sc2c1CCCCC2 | -1% | -20% | 2% | 28µM* | 20% | ? | 5%
O=C(NCc1cccc(Cl)c1)c1oc(=O)c2ccccc2c1-c1ccccc1 | 6% | -1% | 0% | -6% | 9% | -4% | 0%

Rewritten with each value named: part of the list above
> COc1cc2c(c(OC)c1)C(c1cc(OC)c(OC)c(OC)c1)CC(=O)N2 (centres undefined)
  B2AR arrestin ag: -2%; FH mod: 5%; GALK inhibitor: -7%; NTMT1 inh: 8%; p53null 39C tox: -26%; p53null 32C kill: 1%; TSG101-PTAP inh: -4%

> Cc1cc(C)c(NC(=O)Cn2c(=O)n(CCC(=O)NCc3ccccc3Cl)c(=O)c3sccc32)c(C)c1
  B2AR arrestin ag: 1%; FH mod: 4%; GALK inhibitor: 6%; NTMT1 inh: ?; p53null 39C tox: -11%; p53null 32C kill: 7%; TSG101-PTAP inh: 0%

> Cc1cccc(OCC(=O)Nc2ccccc2C(=O)OCc2cc(=O)n3ccsc3n2)c1
  B2AR arrestin ag: 0%; FH mod: 3%; GALK inhibitor: -1%; NTMT1 inh: 2%; p53null 39C tox: 13%; p53null 32C kill: 1%; TSG101-PTAP inh: -8%

> Cc1nnc(NCc2ccccc2)c2c1nnn2Cc1ccccc1Cl
  B2AR arrestin ag: -2%; FH mod: -11%; GALK inhibitor: -8%; NTMT1 inh: 9%; p53null 39C tox: ?; p53null 32C kill: -6%; TSG101-PTAP inh: 1%

From PubChem
